# Source: PubChem
# M. tuberculosis GlmU – inhibition of mycobacterial GlmU enzyme – biochemical, glucosamine-1-phosphate acetyltransferase (AID 1376); M. tuberculosis GlmU acetyltransferase enzyme assay; higher % means a stronger effect; inhibition, %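 (tested at 30 µM in the primary screen)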; hits with a dose series show IC50 in µM; actives 0.25% (n = 220,000); in the data active = inhibition above about 13%;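 also: 0% = complete reaction with vehicle and 100% = reaction without substrate; strong numbers were not always called active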
# RmlCD inh 1536 – M. tuberculosis RmlC/RmlD inhibition. P9WH09+P9WH11. RmlC+RmlD coupled enzyme assay, percent inhibition; primary screen in compound mixtures. inhibition, % at 3.6 µM. actives 0.03% (n = 160,000). AID 1533; in the data active = inhibition mostly above about 34%, no sharp cut-off; also: some results filed as inactive read as strong as hits
# Target sequence (P9WH09 whole entry, looked up): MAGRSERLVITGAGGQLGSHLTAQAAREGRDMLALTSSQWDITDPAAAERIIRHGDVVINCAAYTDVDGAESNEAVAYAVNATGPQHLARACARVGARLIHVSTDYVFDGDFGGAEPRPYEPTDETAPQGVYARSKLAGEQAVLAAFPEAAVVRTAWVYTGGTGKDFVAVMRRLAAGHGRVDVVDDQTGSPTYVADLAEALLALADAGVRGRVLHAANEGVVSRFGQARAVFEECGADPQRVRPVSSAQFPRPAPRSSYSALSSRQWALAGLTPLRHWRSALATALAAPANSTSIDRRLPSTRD
# Target sequence (P9WH11 whole entry, looked up): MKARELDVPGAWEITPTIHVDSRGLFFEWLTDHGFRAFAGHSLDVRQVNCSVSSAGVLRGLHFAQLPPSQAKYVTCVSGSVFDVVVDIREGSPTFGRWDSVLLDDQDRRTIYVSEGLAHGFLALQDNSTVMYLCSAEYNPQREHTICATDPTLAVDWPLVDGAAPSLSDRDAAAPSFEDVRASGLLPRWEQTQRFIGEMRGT
# An asterisk follows results filed as active; x = no result given. This is a subset; the hit share may differ from the screen's.
smiles	M. tuberculosis GlmU	RmlCD inh 1536
COc1ccc(/C=C/C(=O)NC2=NCCS2)cc1OC	-0.1%	x
Cc1ccc(-c2cc(C(=O)Nc3ccc4c(c3)OCCO4)c3ccccc3n2)cc1	-0.7%	-8.9
CCOC(=O)CSc1nc(C)c(C(=O)OCC)s1	-1.1%	x
CCC1C(C#N)=C(N)OC2=C1C(=O)CC(C)(C)C2 (stereo unspecified)	7.8%	-8.4
COc1ccccc1Nc1nc(N)nc(CN2CCN(c3ccccc3)CC2)n1	-7.9%	-1.3
O=C(Nc1ccccc1)C1=C[C@H](C2CCCCC2)C[C@H](OCCCCO)O1	0.6%	x
CCn1c2ccccc2c2nnc(SCC(=O)N(C)C3CCS(=O)(=O)C3)nc21 (stereo unspecified)	0.3%	2.1
CCC(=O)c1ccc(OCC(=O)OCC(=O)Nc2sccc2C(N)=O)cc1	-4.5%	6.4
COc1ccc(-c2csc(NC(=S)NC(=O)c3ccccc3)n2)cc1Br	-0.9%	13.7
COc1ccccc1C(=O)NNC(=O)c1ccc(NC(=O)c2ccccc2)cc1	-1.7%	x
COc1cc(C)c(Cl)cc1S(=O)(=O)N1CCCC1	-1.9%	7.5
CS(=O)(=O)N1CCN(c2ccccc2NC(=O)c2cccnc2)CC1	-2.9%	3.5
CC(C)(C)n1cn[nH]c1=S	0.1%	12.2
O=C(O)c1ccc2c(c1)S(=O)(=O)N=C1CCCCCN12	-2.2%	x
Cn1c(-c2ccc(CN3CCCCC3)o2)nc2ccccc21	x	-11.9
COc1ccc2nc(N3C(=O)CC(C(C)c4ccccc4)C3=O)sc2c1 (stereo unspecified)	-0.1%	7.6
Cc1c(C(=O)NCc2ccc3c(c2)OCO3)sc2nc(-c3ccc(F)cc3)cn12	-7.2%	-2.7
COc1ccc2oc(=O)c(C(=O)O)cc2c1	-1.8%	20.1
Cc1n[nH]c(=O)nc1NCc1ccc(Cl)cc1	3.8%	15.3
CCOC(=O)C1(Cc2cccc(OC)c2)CCN(C/C=C/c2ccc(OC)cc2)CC1	-1.1%	-6.7
Cc1oc(-c2ccc(Cl)cc2)cc1-c1nn2c(-c3ccoc3C)nnc2s1	2.3%	7.3
Cc1ccc(SCC(=O)NCCN2C(=O)CSC2=O)cc1C	1.2%	-7.5
CCN(CC)C(C(=O)Nc1ccc2c(c1)OCO2)c1ccccc1 (stereo unspecified)	3.4%	x
COC(=O)CCCC1=CC2=CC(=O)C(C)(OC(=O)C3CCCC3)C(=O)C2=CO1 (stereo unspecified)	7.0%	-10.9
CC(=O)Nc1cc2c(cc1NC(=O)Cn1nc(-c3ccc4c(c3)OCCO4)ccc1=O)OCCO2	-3.1%	x
O=C(Nc1cccc(F)c1)C1CCN(C(=O)c2ccc(Cl)cc2)CC1	2.6%	-5.4
CCCn1cc(NC(=O)C2CC(c3cccc(Br)c3)=NO2)cn1 (stereo unspecified)	7.3%	x
S=C1NC2(CCCC2)N=C1c1ccccc1	2.1%	-11.7
Nc1c(-c2cccs2)cnn1-c1nc(-c2ccc(Cl)cc2Cl)cs1	0.9%	x
CCOC(=O)c1c(C)nc2ccc(C)cn12	-2.9%	x
COc1ccc(/C=N/NC(=O)c2[nH]ncc2Br)c(OC)c1	0.9%	5.4
Cc1ccccc1-c1nc(CS(=O)CC(=O)NCc2ccccc2)c(C)o1 (stereo unspecified)	0.1%	-3.9
Cc1cc(Br)c(NC(=O)COn2nnc3ccc(S(C)(=O)=O)cc32)c(Br)c1	5.7%	-16.0
Cn1nc(C(=O)NC2CCCCCC2)ccc1=O	-2.0%	-1.1
Cc1ccc(NC(=O)CC2S/C(=N/N=C/c3ccco3)NC2=O)cc1Cl (stereo unspecified)	1.4%	5.7
O=C(O)c1ccc(NCc2cccc(Br)c2)cc1	0.6%	-12.6
CC(=O)c1cc(C#N)c(SCc2ccccc2C#N)nc1C	9.0%	x
Fc1cccc(COc2ccccc2CNc2ccccc2)c1	-0.8%	7.0
CCCC(CCC)c1nc2ccncc2[nH]1	4.6%	-5.5
CCOC(=O)N1CCc2c(sc(NC(=O)CN(CC)CC)c2C#N)C1	1.3%	-7.3
COc1ccc(C(=O)N2CCN(C3CCCCC3)CC2)c(OC)c1	-1.1%	-0.7
CN1CCc2c(c(N3CCCCC3)nc3n[nH]c(N)c23)C1	-3.5%	-2.6
Cn1c(=NC(=O)CSCC(=O)N2CCCCC2)sc2ccccc21	5.2%	7.5
COc1cc(/C=N/NC(N)=O)ccc1OC(=O)c1ccco1	-4.0%	-14.1
C/C=C/C=C\C(=O)Nc1cccc(C2=NOC3(C2)C[C@H](C(N)=O)N(C(=O)/C=C/C)C3)c1 (stereo partly specified)	3.9%	3.3
CCn1c(C)nc2cc(S(N)(=O)=O)ccc21	-4.8%	-8.2
COc1ccc(CCCc2n[nH]c(=S)o2)cc1	x	-8.7
CC1CCN(C(=O)C(C)c2ccc([N+](=O)[O-])cc2)CC1 (stereo unspecified)	-4.3%	5.7
Cc1ccc(Cn2nnnc2CN2CCC(O)(c3ccccc3F)CC2)cc1	-1.9%	x
O=C(Nc1ccc(CN2CCOCC2)cc1)c1ccc(-c2cc(Cl)ccc2Cl)o1	-1.2%	x
COc1ccccc1C(=O)NC(C)C(c1cccs1)N1CCN(C)CC1 (stereo unspecified)	-1.7%	x
Cn1c(SCC(=O)Nc2ccc(N3CCOCC3)c(Cl)c2)nnc1C(O)c1ccccc1 (stereo unspecified)	0.3%	x
O=C(Nc1ncc2c(n1)-c1ccccc1OC2)c1ccc(Cl)cc1	-1.1%	-11.5
O=C(CSc1nc2ncc(Cl)cc2[nH]1)NCC(=O)Nc1ccc(F)c(F)c1F	x	6.9
O=C(NCc1ccccc1)c1ccc(COCC(F)(F)F)o1	-1.5%	-1.0
Cc1cc(/C=N\NC(=O)CC(=O)NC2CCCCC2)c(C)n1-c1ccc(Cl)cc1	-0.4%	4.7
COc1ccccc1NC(=O)c1nnn(Cc2ccccc2)c1NC(=O)C(F)(F)F	-0.8%	x
CCOC(=O)c1ccccc1NC(=O)Cn1cnc2c(oc3ccccc32)c1=O	1.4%	14.7
CN(C)C(=O)c1ccc(-n2cnc3ccccc3c2=O)cc1	-0.7%	-6.7
Cc1c(C2CC(=O)N(c3ccccc3)C2=O)[nH]n(-c2ccccc2)c1=O (stereo unspecified)	0.1%	x

# (cont.)
smiles	M. tuberculosis GlmU	RmlCD inh 1536
Cc1nnc(NC(=O)c2ccccc2-c2ccccc2C(=O)O)s1	-3.1%	-2.7
CCNc1nc(NC(C)C)nc(Oc2ccc(=O)n(C)n2)n1	-3.9%	x
CCOC(=O)COc1ccc2c(=O)c(-c3ccccc3)coc2c1	-3.1%	x
Nc1nc(SCC(=O)NC2CCCc3ccccc32)n[nH]1 (stereo unspecified)	1.4%	59.0
Cn1nc(C(F)(F)F)c(C(=O)Nc2cccc(Cl)c2)c1Cl	3.9%	23.3
Cc1nc(NCCc2ccc(S(N)(=O)=O)cc2)c2c3c(sc2n1)CCC3	-6.4%	49.8
CN(C)c1ccc(NC(=O)/C=C/c2ccccc2Cl)cc1	2.9%	x
Cc1nn(-c2ccccc2)c(N)c1Sc1cccc([N+](=O)[O-])c1	0.7%	x
O=C(O)c1ccc2c(c1)SC1=NS(=O)(=O)CCN12	7.3%	5.6
CCOC(=O)Cc1csc(NC(=O)c2csc3c2CCCC3)n1	1.6%	10.0
CCC(=O)Nc1c(C)n[nH]c1C	4.8%	7.4
COc1ccccc1Oc1nc(-c2cccnc2)nc2ccccc12	7.3%	2.7
COc1ccc(C2CC2C(=O)c2ccccn2)cc1 (stereo unspecified)	2.2%	2.3
O=C(CSc1cccc2cccnc12)N/N=C/c1ccc(O)cc1	-4.0%	x
Cc1nnc(SCC(=O)N2CCCC(C(=O)c3ccc(Cl)cc3)C2)o1 (stereo unspecified)	0.7%	-0.8
CC(C(=O)N1CCN(c2ccc(Cl)cc2)CC1)c1ncc(C(F)(F)F)cc1Cl (stereo unspecified)	-1.8%	0.0
CC(=O)c1c(C)n(CC(=O)NCc2ccco2)c2ccccc12	1.4%	4.2
CCC(C)NC(=O)CSc1nc2n[nH]c(C)c2c(=N)n1-c1ccc(OC)cc1 (stereo unspecified)	2.6%	-7.5
CCn1nc(C(=O)OC(C(=O)c2c[nH]c3ccccc23)c2ccccc2)c2ccccc2c1=O (stereo unspecified)	-0.2%	x
Cc1ccc(C)c(NC(=O)C(Sc2cccc[n+]2[O-])c2ccccc2)c1 (stereo unspecified)	-0.8%	8.3

# Among those listed so far, these have a CF3 group:
smiles	M. tuberculosis GlmU	RmlCD inh 1536
O=C(NCc1ccccc1)c1ccc(COCC(F)(F)F)o1	-1.5%	-1.0
COc1ccccc1NC(=O)c1nnn(Cc2ccccc2)c1NC(=O)C(F)(F)F	-0.8%	x
Cn1nc(C(F)(F)F)c(C(=O)Nc2cccc(Cl)c2)c1Cl	3.9%	23.3
CC(C(=O)N1CCN(c2ccc(Cl)cc2)CC1)c1ncc(C(F)(F)F)cc1Cl (stereo unspecified)	-1.8%	0.0

# (next part)
smiles	M. tuberculosis GlmU	RmlCD inh 1536
CN(C)C(=O)CSc1nnc([C@H](Cc2ccccc2)NC(=O)OC(C)(C)C)o1	7.6%	10.7
CN(CCC#N)C(=S)Nc1ccc(S(=O)(=O)N2CCOCC2)cc1	8.5%	-1.4
Cc1nn(-c2cccc(Cl)c2)c(Cl)c1/C=N/NC(=O)c1cccs1	-5.2%	-5.0
CCN(CC)CCCN1C(=O)CSC1c1ccc2c(c1)OCO2 (stereo unspecified)	-1.2%	x
CC(C)Oc1cccc(-c2cc(C(=O)N3CCN(S(C)(=O)=O)CC3)c3ccccc3n2)c1	2.2%	x
CC(=O)c1ccc(NC(=O)C2CCN(S(=O)(=O)c3cccc4cccnc34)CC2)cc1	-1.1%	2.5
Cc1cc(/C=C2/NC(=S)NC2=O)c(C)n1-c1cccnc1	-1.6%	x
O=C(COC(=O)c1ccc2[nH]c3c(c2c1)CCCC3)Nc1ccccc1	-3.6%	63.6
COc1ccc(NC(=O)C/C(C)=N/NC(=O)C(=O)Nc2cccc(Cl)c2C)c(OC)c1	-3.6%	-1.5
COC(=O)[C@H]1[C@@H](C)N(CCc2cc(OC)c(OC)c(OC)c2)C(=O)N[C@H]1c1ccccc1	-0.7%	x
Cn1c(=O)c(Oc2ccc(F)cc2)c(O)c2ccccc21	-2.5%	-2.4
CCCCC(=O)Nc1ccc(F)c(Cl)c1	-1.8%	x
Cc1cc(C)n(CCN(C)Cc2cn[nH]c2-c2ccc(F)cc2F)n1	0.3%	-1.6
CCN1CC=C2C(C#N)=C(N)C(C#N)(C#N)C(c3cc(Cl)ccc3Cl)C2C1 (stereo unspecified)	3.4%	27.5
CSc1ccccc1C(=O)C1CCCN(C(=O)c2csnn2)C1 (stereo unspecified)	6.3%	-4.2
CCc1cc(-c2n[nH]c(CCC(=O)O)c2-c2nc3ccccc3n2C)c(O)cc1O	2.1%	5.9
CCc1ccc(NC(=O)C2CC=CCC2C(=O)O)cc1 (stereo unspecified)	-1.1%	x
COC(=O)c1sccc1NC(=O)CSc1ccccc1NS(=O)(=O)c1ccc(F)cc1	-5.7%	-9.2
COc1ccc(C(=O)N2CCCC(c3ccccc3)C2)cc1 (stereo unspecified)	-4.0%	13.3
CSc1ccc(CNc2ccccn2)cc1	-0.2%	4.5

# 4 records drawn at random from those above, as already listed:
smiles	M. tuberculosis GlmU	RmlCD inh 1536
CC(C)Oc1cccc(-c2cc(C(=O)N3CCN(S(C)(=O)=O)CC3)c3ccccc3n2)c1	2.2%	x
CSc1ccc(CNc2ccccn2)cc1	-0.2%	4.5
Cc1cc(C)n(CCN(C)Cc2cn[nH]c2-c2ccc(F)cc2F)n1	0.3%	-1.6
Cc1cc(/C=C2/NC(=S)NC2=O)c(C)n1-c1cccnc1	-1.6%	x

# Later entries.
smiles	M. tuberculosis GlmU	RmlCD inh 1536
Cc1cccc(C(=O)CC(=O)c2cc(Cl)ccc2O)c1	0.3%	-22.6
O=C(CSc1nc2c(sc3ccccc32)c(=O)n1CCc1ccccc1)NCc1ccco1	3.1%	-2.9
Cc1c(Cl)cccc1NC(=O)CNC(=O)c1ccccc1F	4.9%	-9.8
COc1ccc(NC(=O)CSc2nccn2C)cc1S(N)(=O)=O	4.9%	2.2
CCC(=NCc1ccccc1)C1=C(O)C(C(=O)OC)C(C)(C)CC1=O (stereo unspecified)	-2.4%	-7.0
Cn1c(C2=C(O)CN(Cc3ccccc3)C2=N)[n+](C)c2ccccc21	2.1%	-12.4
N/C(=N\OC(=O)c1cccc(Cn2cc(C(F)(F)F)ccc2=O)c1)c1ccccc1	-4.8%	3.3
CCn1c(C(=O)NCCCc2ccccc2)cc2sccc21	-2.9%	2.3
COc1cc(C(C)=O)ccc1OCC(=O)NCC1(N2CCCCC2)CCCCC1	6.8%	-10.0
Nc1nc(CSc2nnnn2-c2ccc(F)c(Cl)c2)nc(N2CCOCC2)n1	-3.8%	x
CC1CCCN(C(=O)C2CCC(CNc3c(N4CCCCC4)c(=O)c3=O)CC2)C1 (stereo unspecified)	12.4%	26.4
O=C(O)c1ccccc1-c1nc(-c2ccccc2)c(-c2ccccc2)[nH]1	-4.4%	-9.9
CCOc1ccc(Br)cc1CN(CC)CC	-1.5%	-0.1
CCCc1cc(=O)oc2c(CN3CCCC3)c(O)c(Cl)cc12	-5.2%	7.8
CC(NC(=O)c1cccnc1)C(c1cccs1)N1CCN(c2ccccc2F)CC1 (stereo unspecified)	3.3%	13.3
OCCN1CCN(CC(O)COc2ccc(-c3ccccc3)cc2)CC1 (stereo unspecified)	-1.3%	3.5
